# Lamin A splicing – modulators of lamin A splicing; HeLa LMNA splicing GFP/RFP minigene ratio, 48 h; Potency, µM (series often up to 46.1 µM), without a hit: at the highest dose ratio change, negative = inhibition, most hits filed as inhibitors; 200,000 tested, 0.01% active; AID 1487; active = well fitted inhibition curve with a large enough effect in the signal ratio, with a control signal flat, not every such curve was filed as active; inconclusive = small, poorly fitted or top-dose-only effect, or effect the other way, or a change in a side signal; the % refers to the signal ratio
#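 Read-out is the ratio of GFP to DsRed2 object intensity, acquired by 488 nm laser-scanning cytometry on HeLa lamin A-EGFP minigene reporter cells. Compound incubation 48 hrs at 37 °C in Opti-MEM with 2% FBS; DMSO 0.5% final.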
# Active calls of the source: *; ? = inconclusive; [ ] = dose if it differs, or a comment. % is scaled to controls: 0 for no effect and ±100 for the full control effect; potency is read from the fitted curve at half-maximal effect.
SMILES,Lamin A splicing
Cc1cccc(NC(=O)Cc2ccc(-n3c(C)nc4cccnc43)cc2)c1C,-6%[46 µM]
COCCCNC(=O)c1ccc(-n2c(-c3ccccc3)cc3c2CCCCC3)cc1,-16%[46 µM]
COc1cccc(CSc2nc3n(n2)C(c2cccc(F)c2)C(C(=O)Nc2ccccc2C)=C(C)N3)c1 (stereo unspecified),-11%[46 µM]
O=C(Cc1ccccc1)NC1CC(=O)N(c2ccc3c(c2)OCCO3)C1 (stereo unspecified),8%[46 µM]
C=CCc1c(C)nc2nc(SCC(=O)Nc3cccc(Cl)c3)nn2c1C,26%[46 µM]
CCOc1ccc(CCNC(=O)c2ccc3c(c2)nc2n3CCOC2)cc1OCC,-4%[46 µM]
CC(=O)N1CCc2c(sc3c2c(=O)n(-c2ccccc2Cl)c(=O)n3C)C1,-19%[46 µM]
COc1ccc(OC)c(CNC(=O)c2cc(=O)[nH]c3ccc(S(=O)(=O)N4CCCCC4C)cc23)c1 (stereo unspecified),2%[46 µM]
CCOc1ccc(NC(=O)Cn2cnc3nc4c(cc3c2=O)CCCC4)cc1,3%[46 µM]
Cc1ccccc1C(=O)Nc1nc(-c2ccc(Br)cc2)ns1,?
CNC(=O)c1c(NC(=O)c2ccc(S(=O)(=O)N3CCC(C)CC3)cc2)sc2c1CCC2,3%[46 µM]
Cc1cc2c(cc1NS(=O)(=O)c1ccc(Br)cc1)n(C)c(=O)c(=O)n2C,14%[46 µM]
O=C(CSc1nc(=O)n(Cc2ccncc2)c2c1CCC2)Nc1cccc(F)c1,?
CC1=C(c2ccc(Cl)cc2)S(=O)(=O)N=C1N1CCC(C(=O)NCc2ccccc2F)CC1,?
COc1cccc(-n2c(SCc3ccccc3C)nc3c([nH]c4ccccc43)c2=O)c1,?
COC(=O)c1ccc(NC(=O)C(=O)NCCc2sc(-c3cccc(F)c3)nc2C)cc1,?
CCOc1ccccc1CNC(=O)c1cc2cc(S(=O)(=O)N3CCCCC3)ccc2n1C,?
CC(C)Oc1ccc(CNC(=O)c2cccc(NC(=O)c3nsc4ccccc34)c2)cc1,-23%[46 µM]
Cc1ccccc1CCNC(=O)c1cc2cc(S(=O)(=O)N3CCCCC3)ccc2n1C,?
CCC(C)NC(=O)Cn1c(=O)n(-c2ccc(Cl)c(Cl)c2)c(=O)c2c(C)c(C(=O)N(CC)CC)sc21 (stereo unspecified),4%[46 µM]
O=C(Cn1nc(-c2ccccc2)nc(Cc2ccccc2)c1=O)Nc1ccccc1,13%[46 µM]
N#Cc1nc(-c2ccc(COc3ccccc3)o2)oc1NCc1ccccc1,?
CCOC(=O)c1c(C)oc2nc(C)nc(NCCCN3CCN(c4ccccc4)CC3)c12,-1%[46 µM]
CCOc1ccccc1NC(=O)CSc1nnc2[nH]c(=O)cc(-c3ccccc3)n12,2%[46 µM]
CCN(CC)S(=O)(=O)c1ccc2oc(C(=O)Nc3cc(C)ccc3OC)c(C)c2c1,-3%[46 µM]
COc1cc(CN(C(=O)c2cccc(C)c2)c2ccccn2)cc(OC)c1OC,15%[46 µM]
CC(=O)c1cccc(NC(=O)c2noc3c2CC(C)CC3)c1 (stereo unspecified),13%[46 µM]
CCc1ccc(-c2cn3c(n2)sc2cc(C(=O)NC4CCCCCC4)ccc23)cc1,-2%[46 µM]
COc1cccc(NC(=O)CSc2nc3ccc(NC(=O)c4ccco4)cc3s2)c1,?
COc1ccc(OC)c(CNC(=O)C2CCCN(c3ncnc4onc(-c5ccc(F)cc5)c34)C2)c1 (stereo unspecified),9%[46 µM]
COCCNc1nc2c(c(=O)n(Cc3cccc(Br)c3)c(=O)n2C)n1C,-6%[46 µM]
CN(c1ccccc1)S(=O)(=O)c1nnc(NC(=O)c2ccccc2)s1,8%[46 µM]
O=C(CCCn1c(=O)[nH]c2ccccc2c1=O)N1CCN(c2ccccc2)CC1,-1%[46 µM]
COc1ccc(CNS(=O)(=O)c2cc(C(=O)Nc3cc(Cl)cc(Cl)c3)ccc2F)cc1,?
Cc1ccccc1C(=O)Nc1cccc(OCc2cc(=O)n3cccc(C)c3n2)c1,-17%[46 µM]
O=C(Cn1cnc2onc(-c3ccc(F)cc3)c2c1=O)Nc1cccc(C(F)(F)F)c1,?
Cc1oc2ncn(C)c(=O)c2c1C(=O)N1CCN(c2ccc(Cl)cc2)CC1,4%[46 µM]
O=C(CCC(=O)N1CC2CCCN2c2ccccc21)NCc1cccc(Cl)c1 (stereo unspecified),?
CCn1ccc2cc(S(=O)(=O)N3CCC(C(=O)NCCc4ccccc4Cl)CC3)ccc21,-13%[46 µM]
COc1cc(C2C(=O)N(C3CCCCC3)CC(=O)N2CCc2ccccc2)ccc1OC(C)C (stereo unspecified),-16%[46 µM]
O=C(CSc1nccn1Cc1ccc(F)cc1)NC1CCCC1,0%[46 µM]
Cc1cc(C)n(-c2nc(C)c(C)c(=O)n2CC(=O)Nc2cccc([N+](=O)[O-])c2)n1,?
CCC1CN(C(=O)Nc2cc(C)cc(C)c2)c2ccccc2O1 (stereo unspecified),?
Cc1cc(C)cc(-n2ccnc2SCC(=O)Nc2nnc(C)s2)c1,?
CCCc1nn2c(=O)cc(COC(=O)CNC(=O)COc3ccc(C)cc3)nc2s1,?
Cc1ccccc1OCc1nnc(SCc2cc(=O)c3ccccc3[nH]2)n1C,-9%[46 µM]
CCC(CC)C(=O)Nc1nnc(SCc2cc(=O)n3cccc(C)c3n2)s1,1%[46 µM]
Cc1ccc(N2CC(NC(=O)c3ccc(S(=O)(=O)N4CCCCC4)cc3)CC2=O)cc1 (stereo unspecified),-9%[46 µM]
Cc1ccc(NC(=O)c2cc(S(=O)(=O)N3CCCCCC3)ccc2F)cc1F,?
CCc1ccc2nc(N(Cc3cccnc3)C(=O)c3ccc(C#N)cc3)sc2c1,-15%[46 µM]
O=C(NCc1ccccc1Br)c1cnc2sc(N3CCCCCC3)nn2c1=O,-9%[46 µM]
Cc1ccc(NC(=O)N2CCN(Cc3nc4ccc(C)cc4o3)CC2)cc1,-9%[46 µM]
Cc1cccc(-n2c(C)nc3cc(C(=O)NCCC4=CCCCC4)ccc32)c1,-17%[46 µM]
CCc1c(C)sc2c1CCN(Cc1cccc(F)c1)C2c1ccccc1 (stereo unspecified),?
Oc1c(C(c2ccccc2F)N2CCN(Cc3ccccc3)CC2)sc2nc(-c3ccco3)nn12 (stereo unspecified),-3%[46 µM]
COc1ccccc1C(=O)Nc1nnc(S(=O)(=O)N2CCCCC2)s1,20%[46 µM]
COc1cccc(C2=CC(c3ccccc3F)n3c(nc4ccccc43)N2)c1 (stereo unspecified),?
COc1ccc(-c2cc(C(C)=O)c(C)n2CCC(=O)Nc2ccc(C)cc2Cl)cc1,13%[46 µM]
CCOC(=O)c1ccc2c(c1)N(CC(=O)Nc1ccc(C)cc1C)C(=O)c1ccccc1S2,-15%[46 µM]
CC(C)c1ccc(CNc2nc(-c3ccco3)nn2S(=O)(=O)c2ccc3ccccc3c2)cc1,0%[46 µM]
# Going on with the list:
SMILES,Lamin A splicing
Cc1cccc(NC(=O)c2cc(S(=O)(=O)N3CCC4(CC3)OCCO4)ccc2F)c1,1%[46 µM]
COc1cccc(C(c2sc3nc(-c4ccco4)nn3c2O)N2CCCC2)c1 (stereo unspecified),?
Cc1ccccc1NS(=O)(=O)c1ccc2[nH]cc(C(=O)N3CCCC3)c(=O)c2c1,-7%[46 µM]
Cc1cccc(-c2nc(C)c(CCNC(=O)C(=O)Nc3cccc(Cl)c3C)s2)c1,12%[46 µM]
CN(C)S(=O)(=O)c1ccc2c(c1)nnn2CCNC(=O)Nc1ccc(Cl)cc1,2%[46 µM]
COCCNC(=O)CN1C(=O)c2cccnc2Sc2ccccc21,-10%[46 µM]
CCOCCCNC(=O)c1ccc2c(c1)NC(=O)C(CS(=O)(=O)Cc1ccc(F)cc1Cl)N2 (stereo unspecified),?
CC(C)(C)OC(=O)N1CCC(c2c(C(=O)NCc3ccco3)cnn2-c2ccccc2)CC1,14%[46 µM]
Cc1nn2c(=O)cc(COC(=O)c3ccc(NC(=O)COc4ccc(C)c(C)c4)cc3)nc2s1,17%[46 µM]
COc1ccccc1CNC(=O)C1CCN(S(=O)(=O)c2ccc3[nH]c(=O)ccc3c2)CC1,?
Cc1ccc(N2C(=O)CSC23C(=O)N(CC(=O)NCc2ccccc2)c2ccccc23)cc1 (stereo unspecified),-23%[46 µM]
CCOC(=O)Cn1c(=O)n(C2CCCCC2)c2nc(-c3ccc(OCC)cc3)nc(C(N)=O)c21,5%[46 µM]
COc1cccc(C(c2c(O)cc(C)n(Cc3ccco3)c2=O)N2CCN(c3ccccc3)CC2)c1 (stereo unspecified),-19%[46 µM]
CC(C)(C)c1ccc(C(=O)NCC(c2ccco2)S(=O)(=O)c2ccccc2)cc1 (stereo unspecified),-9%[46 µM]
COc1ccc2c(c1)CC(C(=O)Nc1cc(Cl)ccc1C)CO2 (stereo unspecified),3%[46 µM]
COc1ccc(-c2nnc(SCC(=O)Nc3ccc(F)cc3)s2)cc1,?
O=C(COCc1cc(-c2cccs2)on1)Nc1ccc(OC(F)(F)F)cc1,10%[46 µM]
COc1ccc(Cn2c(SCc3ccc(C(=O)NC4CCCC4)cc3)nc3cccnc32)cc1,-4%[46 µM]
COc1cccc(CNC(=O)C2CCCN(c3nn4cc(-c5ccc(C)cc5)nc4s3)C2)c1 (stereo unspecified),10%[46 µM]
COc1ccc(C(=O)NCCc2sc(-c3ccc(F)cc3)nc2C)cc1OC,28%[46 µM]
O=C(Nc1ccc(Br)cc1F)c1ccc2nc(CCc3ccccc3)oc2c1,-6%[46 µM]
Cc1cc2[nH]c(=O)c(=O)[nH]c2cc1S(=O)(=O)Nc1cccc(C(F)(F)F)c1,-10%[46 µM]
N#Cc1ccccc1NC(=O)C(=O)NCC(c1cccnc1)N1CCc2ccccc21 (stereo unspecified),?
CC(=O)Nc1ccc(NC(=O)c2oc3c(c2C)-c2nn(Cc4ccccc4Cl)cc2CC3)cc1,22%[46 µM]
COc1cccc(CSc2nc3n(n2)C(c2ccc(C(=O)O)cc2)C(C(=O)Nc2ccccc2)=C(C)N3)c1 (stereo unspecified),12%[46 µM]
O=C(CSc1nc2c([nH]c3ccccc32)c(=O)n1-c1ccc(F)cc1)N1CCCc2ccccc21,8%[46 µM]
Cc1ccc(C(=O)Nc2c(C)nc3ccccn3c2=O)cc1C,?
O=C(COc1ccccc1)NCC(c1cccs1)S(=O)(=O)c1ccc(Cl)cc1 (stereo unspecified),14%[46 µM]
O=C(Cc1ccc(F)cc1)Nc1nnc2n1CCS2,-9%[46 µM]
CCCNC(=O)c1ccccc1NC(=O)c1nsc2ccccc12,-17%[46 µM]
COc1ccccc1N1CCN(C(=O)CCc2c(C)nn(-c3ccc(N4CCCC4)nn3)c2C)CC1,3%[46 µM]
Cc1ccc(Cn2c(CN3CCC(C(=O)NCCc4ccccc4)CC3)cc3ccccc32)cc1,?
O=C(Cn1ccn(-c2ccc(F)cc2)c(=O)c1=O)Nc1ccc(F)cc1,?
COc1ccc(N2CCN(C(=O)C3CCN(S(=O)(=O)c4cn(C)cn4)CC3)CC2)cc1,4%[46 µM]
CCC1CN(C(=O)N2CCC(C(=O)NCCN(CC)CC)CC2)c2cc(C)ccc2O1 (stereo unspecified),?
CC1=C(c2ccc(C)c(C)c2)S(=O)(=O)N=C1N1CCC(C(=O)NCc2ccc(C)o2)CC1,?
CC1=C(C(=O)Nc2ccc(C)cc2C)C(c2ccccc2F)n2nc(SCC(=O)c3ccc(C)cc3)nc2N1 (stereo unspecified),?
CCC(NC(=O)Nc1cc(OC)ccc1OC)c1c(-n2cccc2)sc2c1CCN(CC)C2 (stereo unspecified),-16%[46 µM]
CN1CCN(C(=O)c2cnn(-c3cccc(Cl)c3)c2C2CCN(C(=O)OC(C)(C)C)CC2)CC1,-13%[46 µM]
CCOc1cc(C2C(C(=O)Nc3ccccc3)=C(C)Nc3ncnn32)cc(Br)c1O (stereo unspecified),?
CC(=O)c1ccc(NC(=O)c2sc(-n3nc(C)c(CCC(C)C)c3C)nc2C)cc1,?
O=C(COc1ccc(F)cc1)NCC(c1ccc(Cl)cc1)N1CCCCC1 (stereo unspecified),?

# A portion of the library; count on the stated rates, not on these rows.
